# Screening data: PubChem, several laboratories
# TRPC6 activator = mouse TRPC6 channel activators, primary screen, cell-based, HEK293, membrane potential dye; HEK293-TRPC6 membrane potential dye fluorescence; stronger effect = higher value; B-score at 10 µM; 310,000 tested, 0.13% active;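 active = B-score of the integrated fluorescence ratio above library mean plus 3 SD, and starting fluorescence ratio within library mean plus 5 SD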;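 note: higher score means more depolarization so channel activation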
# TRPC4 agonist = activators of mouse TRPC4 channel, primary screen, Fluo4 calcium, HEK293 TRPC4beta/mu-opioid cells; B-score at 10 µM; 310,000 tested, 0.49% active; Fluo4 calcium fluorescence; stronger effect = higher value; Short transient receptor potential channel 4 (Mus musculus), Q9QUQ5;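 active = B-score above 5 SD of library B-scores, and initial fluorescence ratio not above library mean plus 5 SD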;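 note: positive B-score marks a calcium rise read as TRPC4 activation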
# Target sequence (Q9QUQ5 whole entry, looked up): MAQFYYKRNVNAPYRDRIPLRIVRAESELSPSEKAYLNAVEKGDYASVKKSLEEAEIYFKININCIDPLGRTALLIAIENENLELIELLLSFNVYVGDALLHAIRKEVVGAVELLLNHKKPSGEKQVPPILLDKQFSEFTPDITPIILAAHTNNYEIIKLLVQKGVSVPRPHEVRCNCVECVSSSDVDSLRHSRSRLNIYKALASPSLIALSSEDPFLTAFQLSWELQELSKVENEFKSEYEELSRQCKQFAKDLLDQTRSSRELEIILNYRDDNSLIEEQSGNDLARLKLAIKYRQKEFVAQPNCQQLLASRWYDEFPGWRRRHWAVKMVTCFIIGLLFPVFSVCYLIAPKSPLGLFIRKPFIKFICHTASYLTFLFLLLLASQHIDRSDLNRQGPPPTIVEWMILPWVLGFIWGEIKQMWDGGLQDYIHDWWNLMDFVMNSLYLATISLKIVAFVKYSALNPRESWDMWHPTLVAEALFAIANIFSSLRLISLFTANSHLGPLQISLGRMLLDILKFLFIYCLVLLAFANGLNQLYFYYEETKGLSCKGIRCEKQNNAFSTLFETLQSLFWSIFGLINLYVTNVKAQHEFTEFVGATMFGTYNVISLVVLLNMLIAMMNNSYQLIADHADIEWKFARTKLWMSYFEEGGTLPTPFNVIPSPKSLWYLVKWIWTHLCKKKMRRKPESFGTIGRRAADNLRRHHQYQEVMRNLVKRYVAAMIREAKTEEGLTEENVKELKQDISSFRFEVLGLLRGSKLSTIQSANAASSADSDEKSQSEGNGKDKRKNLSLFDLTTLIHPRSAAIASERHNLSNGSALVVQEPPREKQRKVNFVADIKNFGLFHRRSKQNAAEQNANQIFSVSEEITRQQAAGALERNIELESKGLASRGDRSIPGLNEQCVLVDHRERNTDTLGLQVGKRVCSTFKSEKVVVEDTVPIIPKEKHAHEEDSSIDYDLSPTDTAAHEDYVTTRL
#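 Incubation: 45 min room-temperature Fluo4 loading, 110 s read / System: HEK293 cells stably co-expressing mouse TRPC4beta and mu-opioid receptor / Signal: Fluo4 fluorescence, kinetic / Control set: buffer (low) and maximal DAMGO (high) / Measure: integrated baseline-normalised fluorescence ratio, converted to per-well B score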
# IEC-6 tox = cytotoxicity in IEC-6 intestinal epithelial cells, primary screen, cytotoxicity control for KLF5 inhibitor project, cell-based, luminescence; IEC-6 cytotoxicity, luminescence viability; inhibition, % at 5 µM; 290,000 tested, 0.78% active; AID 1825, 2009; in the data active = inhibition above about 22%;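 note: 0% = plate median of test compound wells and 100% = cytotoxic reference compound wells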
# aSyn 5UTR inh = MLPCN primary screen, SNCA 5' untranslated region. alpha-synuclein 5'UTR reporter, inhibitor activity. inhibition, % (tested at 7.5 µM). 300,000 tested, 0.82% active; in the data active = inhibition above about 60%;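 note: H4 neuroglioblastoma cells stably carrying SNCA 5'UTR luciferase fusion; 0% = DMSO wells and 100% = positive control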
# HIF act = HIF pathway transcriptional activators, primary screen, cell-based, U2OS HRE-luciferase, luminescence; activation, % at 7.5 µM (by protocol); 300,000 tested, 0.32% active; U2OS HRE-luciferase reporter; normalized: DMSO 0%, desferrioxamine 100%; AID 1910, 2009;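 active = mean activation of at least 10% of the iron chelator positive control signal, with at least half of replicates also reaching 10%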
# TRPC4 block = inhibitors of mouse TRPC4 channel, primary screen, Fluo4 calcium, HEK293 TRPC4beta/mu-opioid cells | Short transient receptor potential channel 4 (Mus musculus), Q9QUQ5 | DAMGO-evoked Fluo4 calcium flux; stronger effect = lower value | B-score at 10 µM | 300,000 tested, 0.39% active | AID 2247, 2010;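 active = B-score over 3 SD under the library average, no early fluorescence shift, positive overall ratio signal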
#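 Material: HEK293 cells with stable TRPC4beta plus mu-opioid receptor expression; probe or stimulus: DAMGO in two steps, submaximal then maximal; technique: Fluo4 calcium fluorescence by kinetic imaging, 5 s 1 Hz baseline; measure: integrated fluorescence ratio relative to baseline, converted to per-well B score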
# KLF5 inhibitor = KLF5 expression inhibitors, primary screen, DLD-1 cells, luminescence. 290,000 tested, 0.23% active. DLD-1 KLF5 promoter-luciferase reporter. inhibition, % at 5 µM;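 active = inhibition above a per-plate limit of that plate's mean compound inhibition plus 3 SD, cut at about 60% in these data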;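 note: 0% = DMSO wells and 100% = LY294002 at 200 µM; higher means less KLF5 promoter-driven luciferase light; inactives centre near -14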
# TRPC6 inh = mouse TRPC6 channel inhibitors, primary screen, cell-based, HEK293, membrane potential dye. ACh-evoked depolarization; stronger effect = lower value. B-score at 10 µM. Short transient receptor potential channel 6 (Mus musculus), Q61143. 310,000 tested, 1.1% active;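 active = B-score under library mean minus 3 SD, initial fluorescence not abnormally high, positive integrated signal ratio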;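 note: B-score derived from integrated fluorescence ratio over the kinetic read; more negative B-score means stronger inhibition of depolarization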
# TRPC4 potent = positive allosteric modulators of TRPC4, primary screen, cell-based, mouse TRPC4beta, HEK293 mu-opioid, Fluo-4 calcium; B-score at 10 µM; DAMGO EC20, Fluo-4 Ca2+ flux; stronger effect = higher value; AID 2227, 2009; 310,000 tested, 0.42% active;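 active = B-score of calcium response area above 5 SD of library B-scores, with initial fluorescence ratio within 5 SD of library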;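 note: B-score of integrated fluorescence ratio over time as area under calcium response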
# SKKanGAS inh = S. pyogenes SKKanGAS growth inhibitors in kanamycin, primary screen, streptokinase expression inhibitor project, SKKanGAS strain, BacTiter-Glo luminescence. inhibition, % at 7.5 µM. 300,000 tested, 1.3% active. 6 h;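 active = mean replicate score, as percent of positive control median, at least 50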;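 note: strain carries kanamycin resistance gene driven by streptokinase promoter and grows in 40 µg/ml kanamycin; loss of luminescence reflects streptokinase promoter inhibition or plain growth inhibition; 0% = median of DMSO wells and 100% = positive control at its reference dose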
# MrgX1 antagonist = antagonists of human MrgX1 receptor, primary screen, HEK293 cells, Fluo-4 calcium flux; BAM8-22 antagonism; stronger effect = lower value; AID 588676, 2011; 310,000 tested, 1.3% active; Mas-related G-protein coupled receptor member X1 (Homo sapiens), Q96LB2; B-score at 10 µM;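 active = calcium-response B-score plate-corrected more than 3 library SD below zero, starting fluorescence within 5 deviations, no agonist response on first addition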;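 note: peak minus trough fluorescence over baseline after final BAM8-22 challenge near maximal dose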
# * hit, by the source's call; i = inactive; . = no result given.
SMILES,TRPC6 activator,TRPC4 agonist,IEC-6 tox,aSyn 5UTR inh,HIF act,TRPC4 block,KLF5 inhibitor,TRPC6 inh,TRPC4 potent,SKKanGAS inh,MrgX1 antagonist
CC(=O)N1CCN(CC(O)Cn2c3ccccc3c3ccccc32)CC1 (stereo unspecified),i,i,0,12,-0.3,i,1,i,i,1,i
CCCNS(=O)(=O)c1ccc(C(=O)NCC2CCCO2)cc1 (stereo unspecified),i,i,-4,5,-0.1,i,-17,i,i,-2,i
Cn1cccc1C(=O)C(=O)Nc1ccc(Cl)cc1,i,i,11,-119,1.5,i,-215,i,i,2,i
O=C(COC(=O)CCC(=O)c1ccc2c(c1)OCCO2)NCc1ccc2c(c1)OCO2,i,i,-5,-10,0.7,i,-22,i,i,-16,i
Cc1sc2nc(CN3CCCC3)nc(N3CCN(S(=O)(=O)c4cccs4)CC3)c2c1C,i,i,5,-39,-0.2,i,-34,i,i,-5,i
Cc1cccc(S(=O)(=O)NCC2CCCO2)c1 (stereo unspecified),i,i,0,8,-0.8,i,-36,i,i,2,i
O=C(Nc1nnc(-c2ccc(F)cc2)s1)C1CCN(S(=O)(=O)c2ccc(Cl)cc2)CC1,i,i,-2,10,0.3,i,-10,i,i,4,i
CCN(CC)S(=O)(=O)c1cccc(-c2nnc(SCCOc3ccc(Cl)cc3)o2)c1,i,i,2,6,-20,i,-10,i,i,-5,i
C/C(CC(=O)Nc1ccccc1C)=N\NC(=O)Cc1csc(N)n1,i,i,-4,-32,1.2,i,-20,i,i,-1,i
Cn1c(=O)c2c(nc(NCCCO)n2C/C=C/c2ccccc2)n(C)c1=O,i,i,2,20,-0.4,i,-11,i,i,1,i
CN(C(=O)CC1C(=O)NCCN1Cc1cccc(F)c1F)C1CC(C)(C)NC(C)(C)C1 (stereo unspecified),i,i,6,24,-0.3,i,-9,i,i,-3,i
Cc1cc(C)nc(NC(=O)c2c(Cl)cccc2Cl)n1,i,i,-6,-10,-0.6,i,11,i,i,-3,i
CC(=O)c1cccc(-n2nnnc2SCC(=O)Nc2ccccc2N2CCCCC2)c1,i,i,-4,11,0.1,.,-18,i,i,3,i
Cn1c(-c2sccc2OCc2ccc(Cl)cc2Cl)n[nH]c1=S,i,i,-3,0,-0.4,i,24,i,i,7,i
COc1ccc(C2SC[C@@H](C(=O)O)N2C(C)=O)cc1 (stereo partly specified),i,i,7,1,-0.1,i,13,i,i,-1,i
Fc1cc(F)c2nc(N3CCCCC3)sc2c1,i,i,0,-98,-0.9,i,-49,i,i,-10,i
O=C(CNc1cc(S(=O)(=O)N2CCOCC2)ccc1NCC1CCCO1)Nc1cccc(F)c1 (stereo unspecified),i,i,-6,-5,-0.1,i,-22,i,i,6,i
O=C(CN(Cc1ccccc1)S(=O)(=O)c1ccc2c(c1)OCCO2)N/N=C/c1ccc(F)cc1,i,i,2,9,-0.5,i,-6,i,i,2,i
O=C(NCCCO)c1ccc2[nH]c3c(c2c1)CCCC3,i,i,1,-56,0.7,i,-43,i,i,15,i
Nn1c(SCc2ccccc2F)nnc1-c1cccnc1,i,i,7,-177,4.1,i,-104,i,i,-3,i
O=C1c2cccnc2C(O)N1Cc1ccccc1 (stereo unspecified),i,i,2,-3,0.3,.,-21,i,i,-4,i
COc1cccc(CNC(=O)CSCc2cnn(-c3ccccc3)c2-n2cccc2)c1,i,i,0,-10,-0.2,i,-22,i,i,-4,i
COc1ccc(OCCC(=O)OCC(=O)Nc2ccc(S(=O)(=O)N3CCOCC3)cc2)cc1,i,i,-2,11,-0.4,i,11,i,i,5,i
COCCNC(=O)C1(S(=O)(=O)c2ccccc2)CC=CC1,i,i,-2,-4,1.0,i,-22,i,i,-4,i
Cc1ccccc1NNC(N)=S,i,i,0,14,-0.3,i,-10,i,i,4,i
Cc1c([N+](=O)[O-])cc(S(=O)(=O)Nc2ccc(-c3ccc(N4CCCC4)nn3)cc2)cc1[N+](=O)[O-],i,i,.,-11,0.2,i,.,i,i,24,i
CSCCC1NC2(C(=O)Nc3c(Cl)cccc32)[C@@H]2C(=O)N(C3CCCC3)C(=O)[C@H]12 (stereo partly specified),i,i,1,21,-1.0,i,-23,i,i,11,i
COC(=O)c1cnn(-c2ccccc2)c1C(OC)OC,i,i,0,-2,0.1,i,-1,i,i,1,i
NC(=S)N=Nc1c(O)[nH]c2c(Br)cc(Br)cc12,i,i,-3,4,-0.7,i,4,i,i,24,i
COc1ccc(Nc2cc(C(=O)NCc3ccco3)c3ccccc3n2)c(OC)c1,i,i,1,-32,0.1,i,-38,i,i,-2,i
COc1cc2[nH]c(=O)n(CCC(=O)N3CCN(c4cccc(C)c4C)CC3)c(=O)c2cc1OC,i,i,0,3,-0.5,i,-6,i,i,-1,i
CCOc1ccccc1NC(=O)Cn1[nH]c(=O)c2ccccc2c1=O,i,i,3,8,-0.6,i,1,i,i,6,i
Cc1ccc(C(=O)Nc2ncc(C)s2)s1,i,i,4,20,-1.6,i,-22,i,i,0,i
CCOC(=O)C(C(=O)NCc1cccc(OC)c1)c1ncc(C(F)(F)F)cc1Cl (stereo unspecified),i,i,0,9,-0.8,i,-12,i,i,-4,i
COc1ccc(C(=O)c2oc3ccccc3c2NC(C)=O)cc1,i,i,3,8,0.6,i,-18,i,i,2,i
CCOC(=O)CS(=O)(=O)c1ccc(C(F)(F)F)cn1,i,i,-5,-3,0.3,i,17,i,i,2,i
COc1ccccc1C(=O)NC(=O)CSc1nncn1C,i,i,.,4,-0.1,i,.,i,i,0,i
CCOC(=O)C(C(=O)OCC)c1cc(Br)c2noc3c2c1C(=O)c1ccccc1-3,i,i,-4,47,3.2,i,1,i,i,91*,i
CCC(C)c1ccccc1NC(=O)c1cccnc1 (stereo unspecified),i,i,2,-18,-0.3,i,-26,i,i,7,i
Cc1nc(SCCOc2ccccc2F)[nH]c(=O)c1Cc1ccccc1,i,i,9,16,1.2,i,-13,i,i,2,i

# Entries shown so far containing an aryl thioether with sulfur outside any ring, in the order listed:
SMILES,TRPC6 activator,TRPC4 agonist,IEC-6 tox,aSyn 5UTR inh,HIF act,TRPC4 block,KLF5 inhibitor,TRPC6 inh,TRPC4 potent,SKKanGAS inh,MrgX1 antagonist
CCN(CC)S(=O)(=O)c1cccc(-c2nnc(SCCOc3ccc(Cl)cc3)o2)c1,i,i,2,6,-20,i,-10,i,i,-5,i
CC(=O)c1cccc(-n2nnnc2SCC(=O)Nc2ccccc2N2CCCCC2)c1,i,i,-4,11,0.1,.,-18,i,i,3,i
Nn1c(SCc2ccccc2F)nnc1-c1cccnc1,i,i,7,-177,4.1,i,-104,i,i,-3,i
COc1ccccc1C(=O)NC(=O)CSc1nncn1C,i,i,.,4,-0.1,i,.,i,i,0,i
Cc1nc(SCCOc2ccccc2F)[nH]c(=O)c1Cc1ccccc1,i,i,9,16,1.2,i,-13,i,i,2,i

# More results follow.
SMILES,TRPC6 activator,TRPC4 agonist,IEC-6 tox,aSyn 5UTR inh,HIF act,TRPC4 block,KLF5 inhibitor,TRPC6 inh,TRPC4 potent,SKKanGAS inh,MrgX1 antagonist
CN(CC(=O)N1CCc2ccccc2C1)c1ccccc1,i,i,0,-2,-0.3,i,-37,i,i,.,i
O=C(/C=C/c1ccco1)NCC1(c2ccccc2)CCCC1,i,i,-8,-14,-0.1,i,-15,i,i,4,i
OCc1cn(-c2ccc(Cl)cc2)nn1,i,i,0,11,-1.1,i,15,i,i,-9,i
O=C(CCN1CCc2ccccc2CC1)c1ccc2c(c1)OCCO2,i,i,2,25,-0.4,i,-4,i,i,1,i
Cc1ccccc1CN(C)CC(=O)Nc1ccccc1Oc1ccccc1,i,i,-5,19,-0.9,i,-20,i,i,3,i
Cc1ccc(NCC(=O)c2ccccc2)cc1Cl,i,i,10,-7,1.0,i,3,i,i,7,i
Cc1cc(C)c2nc(-c3ccccn3)cc(C(=O)NCc3cc(C)n(C)n3)c2c1,i,i,2,-17,-0.2,i,-9,i,i,5,i
O=C(CN1C(=O)c2ccccc2C1=O)OCC(=O)c1ccc(F)cc1,i,i,.,-6,0.4,i,.,i,i,-2,i
O=C(O)CSc1nnc(C2COc3ccccc3O2)n1-c1ccccc1 (stereo unspecified),i,i,4,1,0.7,i,-20,i,i,0,i
CCCc1cc(=O)[nH]c(SCC(=O)N(CCOC)c2c(N)n(Cc3ccccc3)c(=O)[nH]c2=O)n1,i,i,.,5,0.4,i,.,i,i,25,i
O=C(COC(=O)Cc1c[nH]c2ccccc12)Nc1c(Cl)cccc1C(F)(F)F,i,i,.,20,-0.1,i,.,i,i,-12,i
COc1ccc(NC(=O)c2ccc(COc3ccccc3)o2)c(OC)c1,i,i,1,-4,-22,i,-31,i,i,-2,i
CN(CCOc1ccccc1)C(=O)C1CCC(=O)N(CCN2CCOCC2)C1 (stereo unspecified),i,i,3,-18,-1.1,i,-16,i,i,-3,i
Cc1ncc([N+](=O)[O-])n1CCOC(=O)C12CC3CC(CC(C3)C1)C2,i,i,0,6,-1.7,i,-18,i,i,-3,i
COc1ccc2nc3oc(C(=O)Nc4ccc(OC)c(OC)c4)cc3cc2c1,i,i,4,-14,-0.1,i,-25,i,i,-3,i
N#Cc1ccc(C(c2nnnn2CCc2ccccc2)N2CCCCCC2)cc1 (stereo unspecified),i,i,-2,14,-0.3,i,-29,i,i,7,i
Cc1ccc(CSc2nn3c(=O)c(C)nnc3s2)cc1,i,i,0,-6,-0.1,i,-22,i,i,-2,i
COc1ccc(COC(=O)C2=C(C)NC(=O)NC2c2ccc(F)cc2)cc1 (stereo unspecified),i,i,2,-11,1.1,i,-16,i,i,-1,i
